NTR1 ag = agonists of NTR1, primary screen, imaging, U2OS cells, beta-arrestin-GFP, high content (AID 493036); hit rate 0.17% among 330,000; Neurotensin receptor type 1 (Homo sapiens), P30989; activation, % at 20 µM; NTR1-U2OS beta-arrestin-GFP spot imaging, agonist mode;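 active = activation at or above 40% of the spot to cytoplasm intensity ratio, with at least 20 cells analyzed; inconclusive = wells under 20 cells, flagged as cytotoxic or low count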;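 also: 0% = DMSO without peptide and 100% = 100 nM NTR1 peptide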
Target sequence (P30989 whole entry, looked up): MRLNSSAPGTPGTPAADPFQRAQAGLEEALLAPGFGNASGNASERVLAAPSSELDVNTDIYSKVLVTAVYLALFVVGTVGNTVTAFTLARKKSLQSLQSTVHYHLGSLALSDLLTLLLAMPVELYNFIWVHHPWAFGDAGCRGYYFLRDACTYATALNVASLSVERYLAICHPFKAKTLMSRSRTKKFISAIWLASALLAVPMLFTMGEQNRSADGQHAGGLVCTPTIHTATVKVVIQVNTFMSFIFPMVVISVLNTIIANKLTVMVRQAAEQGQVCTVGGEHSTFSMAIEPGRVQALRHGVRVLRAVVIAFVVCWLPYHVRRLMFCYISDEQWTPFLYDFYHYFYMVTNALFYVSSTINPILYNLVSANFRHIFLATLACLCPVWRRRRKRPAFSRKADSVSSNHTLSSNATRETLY
HIV peptide binding = inhibitors of HIV fusion peptide binding, primary screen, biochemical, uHTS, fluorescence dequenching (AID 1986); one-dose inhibition, % at 20 µM; IC50 in µM for titrated hits; cell-free peptide binding, fluorescence dequenching, 30 min; higher % means a stronger effect; hit rate 0.3% among 290,000; in the data active = inhibition mostly above about 52%, no sharp cut-off; inactive = mostly below about 76%; also: some results filed as inactive read as strong as hits
Siah-1 displacement = Siah-1 peptide-binding antagonists, primary screen, biochemical, fluorescence polarization, rhodamine-plectin, uHTS (AID 1817). E3 ubiquitin-protein ligase SIAH1 (Homo sapiens). Siah-1 / rhodamine-plectin peptide fluorescence polarization; higher % means a stronger effect. displacement, % at 20 µM, or IC50 in µM where a hit was titrated. hit rate 0.02% among 290,000;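 active = displacement of at least 50% at 20 µM, with a fluorescence ratio check between 0.3 and a set limit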;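 also: plate controls were Siah plus tracer with DMSO for no effect and tracer alone without Siah for full effect; strong numbers were not always called active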
NS5 inhibitors = Dengue-2 NS5 methyltransferase inhibitors, primary screen, biochemical, confirmation dose response (AID 588689) | Dengue-2 NS5 methyltransferase capping enzyme assay, biochemical; higher % means a stronger effect | hit rate 0.3% among 340,000 | one-dose inhibition, % at 25 µM; IC50 in µM for titrated hits | Genome polyprotein (Dengue virus type 2 (strain 16681-PDK53)); in the data active = a potency from the dose series; inconclusive = inhibition above about 29% without an active follow-up result
GPR35 arrestin U2OS = GPR35 antagonists blocking zaprinast-driven arrestin recruitment, primary screen, imaging, U2OS, beta-arrestin-GFP, zaprinast agonist (AID 2058); hit rate 0.052% among 290,000; G-protein coupled receptor 35 (Homo sapiens); inhibition, % at 10 µM, or IC50 in µM where a hit was titrated; U2OS GPR35 beta-arrestin-GFP translocation imaging, zaprinast antagonism; higher % means a stronger effect;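 active = inhibition of at least 50% with at least 30 cells and total cytoplasm GFP at most 10,000,000; inconclusive = under 30 cells or total GFP of 10,000,000 plus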
AID2073 = inhibitors of Mint1-CaV2.2 protein interaction, biochemical, HTRF (AID 2073). HTRF protein-protein interaction, Mint1-CaV2.2; higher % means a stronger effect. one-dose inhibition, % at 20 µM; IC50 in µM for titrated hits. hit rate 0.19% among 290,000. Voltage-dependent N-type calcium channel subunit alpha-1B (Homo sapiens); in the data active = inhibition mostly above about 51%, no sharp cut-off; inconclusive = no clear call, values can overlap the other calls; inactive = mostly below about 53%; also: some results filed as inactive read as strong as hits
GPR55 activation = GPR55 agonists via beta-arrestin recruitment, primary screen, imaging, U2OS cells, beta-arrestin-GFP redistribution (AID 1961); activation, % at 10 µM, or EC50 in µM where a hit was titrated; hit rate 0.048% among 290,000; U2OS GPR55 beta-arrestin-GFP redistribution imaging; higher % means a stronger effect;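 active = activation above 40% with more than 50 cells counted in the well; inconclusive = wells holding fewer than 50 cells, flagged as toxic or sparse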;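 also: U2OS osteosarcoma cells stably expressing GPR55 and beta-arrestin-GFP; plate controls were DMSO negative control for no effect and LPI positive control for full effect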
GPR55 LPI antagonism = GPR55 antagonists blocking LPI-driven arrestin recruitment, primary screen, imaging, U2OS, beta-arrestin-GFP, LPI agonist (AID 2013). G-protein coupled receptor 55 (Homo sapiens). U2OS GPR55 beta-arrestin-GFP translocation imaging, LPI antagonism; higher % means a stronger effect. inhibition, % at 10 µM; hits with a dose series show IC50 in µM. hit rate 0.13% among 290,000;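 active = spots per cell inhibited over 60%, with over 100 cells counted and total cytoplasm intensity under 500,000; inconclusive = wells with under 100 cells, flagged as likely toxic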;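 also: U2OS cells stably carrying GPR55 and arrestin-GFP stimulated by 5 µM LPI near EC80; imaged beta-arrestin-GFP aggregate spots per cell after agonist stimulation; plate controls were LPI-stimulated DMSO wells for no effect and DMSO wells without LPI for full effect; some results filed as inactive read as strong as hits; confirmed hits need IC50 under 10 µM and bright autofluorescent wells are also inconclusive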
UTI89 phage lysis = inhibition of K1F phage lysis, E. coli UTI89, bacterial capsule biogenesis inhibitors, alamar blue (AID 488966). E. coli UTI89 K1F phage lysis, alamar blue, 2 h; higher % means a stronger effect. one-dose inhibition, % at 100 µM; IC50 in µM for titrated hits. hit rate 0.02% among 340,000;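 active = phage lysis inhibition, versus mean bacterial control, above a set limit; inconclusive = no clear call, values can overlap the other calls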;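 also: capsule biogenesis inhibitors block K1F phage lysis so surviving cells raise fluorescence; higher fluorescence means more inhibition of phage lysis; actives were called in the ten point dose series up to 300 µM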
NTR1 ag cell count 20 µM = recorded beside NTR1 ag, whose call it bears; cell count; measured here: cell count, cytotoxicity flag
An asterisk follows results filed as active; ? = inconclusive; nt = not tested or not shown.

SMILES	NTR1 ag	NTR1 ag cell count 20 µM	HIV peptide binding	Siah-1 displacement	NS5 inhibitors	GPR35 arrestin U2OS	AID2073	GPR55 activation	GPR55 LPI antagonism	UTI89 phage lysis
COc1ccc(CS(=O)(=O)CC(C)(O)c2ccccc2)cc1 (stereo unspecified)	-0.7	90	1.4%	6%	-3%	11%	9%	0.0%	0%	0.3%
CCOC(=O)C1(Cc2cccc(OC)c2)CCCN(C(=O)CCc2cccnc2)C1 (stereo unspecified)	-0.3	44	-1.5%	7%	-5%	9%	0%	0.0%	0%	0.2%
Cc1cccc(C)c1NC(=O)COC(=O)CSc1nnc(N)s1	1.2	43	0.7%	-1%	1%	18%	8%	0.4%	-7%	0.9%
Cc1ccnc(N2CCC(C(=O)Nc3ccc4c(c3)OCO4)CC2)n1	0.8	54	-1.6%	6%	-3%	2%	8%	-0.1%	49%	0.0%
CCCN1Cc2cccc(C(=O)NC(CC(=O)OCC)c3ccc(OCC)c(OC)c3)c2C1=O (stereo unspecified)	0.9	85	-1.3%	-3%	nt	-5%	10%	-0.2%	9%	-1.4%
COC(=O)c1ccc(-c2nc3ccccc3o2)cc1	nt	nt	-2.0%	-4%	nt	6%	6%	-0.2%	-9%	nt
O=C(Cc1c[nH]c2ccccc12)NCc1ccco1	2.4	67	-0.2%	14%	-2%	7%	2%	-0.4%	-8%	0.2%
CC(O)Cc1cn([C@@H](CCCCNC(=O)OC(C)(C)C)C(=O)N2CCN(C(=O)OC(C)(C)C)CC2)nn1 (stereo partly specified)	-0.2	95	0.9%	7%	-4%	-6%	15%	0.3%	12%	1.1%
COCCN(CCOC)C(=S)Nc1cc(S(=O)(=O)N(C)C)ccc1C	-0.1	66	-0.7%	2%	0%	3%	-15%	-0.6%	-2%	0.3%
Cc1ncc([N+](=O)[O-])n1CC(=O)Nc1ccc(F)cc1F	1.4	59	0.6%	-2%	-5%	20%	6%	0.0%	13%	0.1%
O=c1cc(-c2ccc(F)cc2)[nH][nH]1	0.0	82	1.3%	-2%	-8%	-11%	2%	0.4%	8%	1.7%
Cc1cc(S(=O)(=O)Nc2ccc(C(=O)NCC(c3ccco3)N3CCCC3)cc2)ccc1F (stereo unspecified)	1.4	60	0.9%	2%	1%	-18%	9%	-0.1%	-9%	0.2%
O=C(/C=C/c1cccnc1)c1cc(F)ccc1O	1.7	59	-3.0%	2%	-1%	-10%	-11%	0.3%	4%	0.1%
COc1cc(SC)ccc1C(=O)N1CCN(c2ccccc2F)CC1	-1.1	78	0.7%	7%	0%	-5%	-1%	0.0%	3%	0.3%
COc1cccc(-c2nc(CS(=O)(=O)CC(=O)NCCc3ccccc3)c(C)o2)c1	-0.2	67	-1.0%	-6%	1%	-4%	8%	0.8%	3%	2.3%
Cc1nc2scc(C)n2c(=O)c1S(=O)(=O)N1CCN(c2ccccc2)CC1	2.4	42	-1.2%	2%	7%	6%	4%	0.1%	4%	-0.6%
c1ccc(-c2nc(NCCCn3ccnc3)c3ccccc3n2)cc1	4.5	43	-1.9%	0%	-6%	-9%	-7%	-0.3%	9%	0.2%
COc1ccc(Cc2[nH]n3c(=O)cc(C(C)C)nc3c2-c2ccccc2)cc1	1.1	39	-0.5%	2%	-4%	0%	9%	0.2%	2%	-0.1%
COc1ccc(-c2nnc(NC(=O)C3CC3)o2)cc1	-1.7	80	-0.8%	0%	-3%	-14%	5%	0.0%	11%	0.3%
O=C(CSc1nnc2c(n1)[nH]c1ccccc12)OCc1ccccc1	-0.2	70	-2.1%	8%	-8%	2%	-4%	-0.1%	8%	0.3%
CCOP(=O)(OCC)C(Nc1ccccc1)c1ccccc1C(F)(F)F (stereo unspecified)	0.7	49	2.3%	4%	5%	2%	5%	0.5%	40%	-0.6%
COc1ccc(C(CNC(=O)c2cccc(S(=O)(=O)NCc3ccccc3)c2)N(C)C)cc1 (stereo unspecified)	-1.0	52	1.5%	0%	3%	6%	8%	0.0%	27%	0.1%
Cc1cccc(N=Cc2c(O)cc(C)oc2=O)c1	1.7	48	-0.3%	-6%	-5%	24%	-6%	0.2%	6%	-2.2%
CCc1nnc(NC(=O)CSc2nnc(-c3ccoc3C)n2-c2ccccc2)s1	-2.3	50	-2.6%	-2%	2%	-10%	2%	0.3%	0%	-0.8%
CC(C)Cc1cc(CN2CCC(CO)(Cc3cccc(C(F)(F)F)c3)CC2)[nH]n1	0.0	33	-0.3%	-2%	-10%	4%	1%	-0.1%	-5%	0.5%
O=C(O)CC1(CC(=O)Nc2ccc3ccccc3n2)CCCCC1	-1.1	46	-0.7%	2%	nt	0%	11%	-0.3%	-2%	nt
Cc1nc(NC(=O)c2ccc(-c3cc4ccccc4oc3=O)cc2)ccc1Br	-0.6	46	2.1%	6%	-3%	-8%	4%	-0.3%	-2%	6.9%
CCc1ccccc1NC(=O)c1ccc(-n2c(C)ccc2C)cc1	0.2	46	1.2%	2%	-20%	-3%	-12%	-0.1%	4%	2.7%
Cc1ccc(-n2cccn2)c(CN2CCCC(C(=O)c3sccc3C)C2)c1 (stereo unspecified)	3.1	61	1.4%	4%	2%	-5%	8%	-0.3%	10%	0.3%
COc1ccc(NC(=O)Cc2nnc(SCC(=O)Nc3ccccc3)n2C)cc1	-0.5	59	1.2%	6%	1%	7%	15%	-0.4%	5%	0.1%
COc1ccccc1Oc1cc(C#N)c(C#N)cc1-n1nnc2ccccc21	3.9	74	5.5%	1%	2%	0%	23%	0.0%	6%	?
CC(c1cccs1)N(Cc1ccco1)C(=O)Nc1ccc(Cl)c(Cl)c1 (stereo unspecified)	2.0	74	-2.5%	0%	-2%	6%	-2%	6.0%	14%	1.4%
O=c1cc(CSc2nnc(Nc3ccccc3F)s2)nc2sccn12	-0.7	35	0.1%	2%	2%	6%	16%	-0.2%	12%	0.7%
CCN(CC)c1ccc(NC(=O)CN2C(=O)CC(C)(C)S(=O)(=O)c3ccccc32)c(C)c1	-0.7	67	-1.9%	-5%	-4%	4%	-29%	0.3%	11%	3.4%
COc1ccc2[nH]c(C(=O)O)c(NS(=O)(=O)c3ccc(Cl)s3)c2c1	16	72	0.9%	0%	14%	-2%	?	-0.2%	8%	0.1%
N#Cc1ccc(/C=N/NC(=O)CCc2ccc(S(=O)(=O)N3CCOCC3)cc2)cc1	-1.6	69	-0.4%	0%	2%	4%	-23%	0.3%	6%	2.4%
O=C(c1ccc(Cl)cc1[N+](=O)[O-])N1CCN(c2ccccn2)CC1	0.1	79	-1.4%	-4%	6%	7%	-2%	-0.1%	10%	-0.4%
CCOC(=O)c1ccc(N2C(=O)CC(N3CCN(Cc4ccccc4)CC3)C2=O)cc1 (stereo unspecified)	0.1	42	6.5%	-3%	1%	-1%	-1%	0.3%	-14%	0.3%
CSCCC(NC(=O)c1ccccc1)C(=O)OCC(=O)Nc1ccc(C)c(Cl)c1 (stereo unspecified)	-0.7	91	-0.3%	0%	1%	-5%	-1%	-0.2%	4%	-0.7%
CCc1ccc(CN(C)C(=O)CCc2nnc(Cc3cccc(C)c3)o2)nc1	-1.0	54	-0.9%	0%	-5%	-10%	14%	0.0%	6%	1.5%
CCCCN(C)C(=O)c1cccc(OC2CCN(CC(C)(C)C)CC2)c1	0.1	60	3.9%	-2%	-4%	6%	5%	1.0%	-5%	-0.8%
O=C(N/N=C/c1cccc(O)c1)c1cc(C2CC2)nc2ccccc12	0.0	45	-1.4%	-4%	-5%	-18%	8%	0.4%	-12%	-0.3%
CC(C)n1c(SCC(N)=O)nc2c1c(=O)n(C)c(=O)n2C	-0.5	60	-2.8%	0%	-2%	6%	0%	-0.2%	18%	0.5%
Cc1cc(C(=O)Nc2cccc(C(=O)O)c2)oc1C	0.2	58	-0.9%	3%	8%	7%	-1%	0.2%	13%	0.2%
CCOc1ccc(N(CC(=O)NCc2ccc(OC)cc2)C(=O)CCC(=O)Nc2nccs2)cc1	-0.4	45	-1.9%	2%	4%	12%	0%	nt	-12%	-0.1%
Clc1cccc(CSc2nc3ccncc3[nH]2)c1	0.2	85	17%	1%	-4%	16%	77%	0.3%	5%	1.9%
CC(C)CNC(=O)CCc1c[nH]c2ccccc12	1.0	44	0.5%	-1%	-4%	-3%	5%	0.2%	2%	0.9%
Cn1cccc1Cc1nnc(SCC(=O)NC2CCCCC2)n1-c1ccc(F)cc1	1.1	48	-0.6%	-2%	-4%	15%	-5%	-0.1%	-8%	5.2%
CCOC(=O)c1c(N)sc(C(O)(C(F)(F)F)C(F)(F)F)c1-c1ccc(F)cc1	14	79	4.5%	0%	-6%	-18%	-6%	-0.1%	4.9µM*	-0.5%
COc1ccc(N(C)C(=O)c2ccc3snnc3c2)cc1	-1.7	82	16%	-2%	3%	2%	1%	-0.1%	-5%	-0.5%
CC(Oc1ccccc1)c1nnc(N)s1 (stereo unspecified)	-0.6	42	-1.0%	-5%	-9%	12%	-5%	0.0%	15%	-0.5%
O=C(c1ccc(CS(=O)Cc2ccc(Cl)cc2)o1)N1CCN(c2ccccc2F)CC1 (stereo unspecified)	0.5	75	-0.8%	4%	1%	5%	2%	0.1%	7%	0.4%
OC(c1ccccc1)(c1ccccc1)C1CCN(C(=S)NC2CCCC2)CC1	1.2	92	0.8%	2%	-3%	0%	-4%	-0.1%	-2%	0.2%
CC(=O)Nc1ccc(C2Nc3cc(C)c(C)cc3NC3=C2C(=O)CC(C)(C)C3)cc1 (stereo unspecified)	-1.0	59	-2.5%	-2%	10%	0%	-5%	0.1%	-1%	0.0%
O=C(Nc1ccc2c(c1)OCCO2)C1CC1c1ccccc1 (stereo unspecified)	-0.1	45	1.2%	2%	-5%	-6%	5%	-0.3%	14%	3.5%
COc1ccc(-c2nn(-c3ccccc3)cc2/C=N/O)cc1	5.2	60	-1.5%	-4%	-8%	23%	14%	-0.1%	-9%	0.5%

Source: PubChem (several laboratories)
